# EP2 antag – blocks the human prostaglandin E2 receptor EP2; C6 glioma cells expressing human EP2, cAMP TR-FRET; cells stimulated with saturating PGE2; inhibition, % at 25 µM; hit rate 0.52% among 260,000;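 active means percent inhibition above 40 after rounding to a whole number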;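 further: rat C6 glioma host cells with rolipram phosphodiesterase inhibitor present; the protocol text gives 20 µM as final concentration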
# m-calpain inh – blocks pig calpain II enzyme activity; purified calpain II, fluorogenic peptide substrate, 30 min; inhibition, % at 16 µM; hit rate 0.37% among 220,000; AID 1236;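 active means inhibition above about 50%, limit read from the data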
# Rad51 HR inh – blocks human Rad51 in homologous recombination | Q06609 | hRad51 DNA strand exchange, fluorescence dequenching | AID 1385 | hit rate 0.085% among 200,000 | inhibition, % at 10 µM;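 active means inhibition above 40% at the single screening dose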;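 further: 0% = DMSO control wells and 100% = blanks with heterologous ssDNA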
#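 Material: human Rad51–ssDNA filaments; Probe or stimulus: labelled 47-mer dsDNA for strand exchange; Doses: single 10 µM dose; Incubation: 37 °C 15-min filament assembly, 30-min compound preincubation, 15-min exchange; Technique: FRET fluorescence dequenching, excitation 485 nm, emission 520 nm; Measure: Fluorescence-based percent inhibition, control- and blank-normalised; Benchmarks: plate control and blank wells.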
# L929 necroptosis – L929 zVAD cell death inhibition | L929 zVAD necroptosis rescue, ATP luminescence, 24 h; with zVAD 60 µM | viability rescue, % at 10 µM | hit rate 0.38% among 220,000 | AID 1377;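 active means activation, scaled between plate controls, above about 75%, limit read from the data; inactive means activation under that limit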;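 further: 0% = zVAD with DMSO and 100% = DMSO alone without zVAD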
# EP2 modulator – modulates human prostaglandin E2 receptor EP2 signaling. AID 940. EP2-expressing cells, cAMP HTRF FRET, PGE2 co-stimulation. induction, % at 25 µM. hit rate 0.83% among 260,000;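 active means compounds whose cAMP rise, as percent of the full-agonist control response, exceeds 60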;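 further: rat C6 glioma line stably carrying human EP2 under a CMV promoter; the protocol text gives 20 µM as final concentration; 100% = response of wells given 1 µM PGE2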
# Hck-Nef inh – inhibitors of human Hck kinase activated by Nef. P08631. Recombinant Hck-YEEI plus Nef, Z-Lyte FRET kinase assay. inhibition, % at 20 µM. hit rate 0.68% among 220,000;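 active means Hck-Nef kinase inhibition above about 50%, limit read from the data; inactive means inhibition below that limit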;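 further: 0% = DMSO with Hck plus Nef and 100% = Hck alone without Nef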
# TbHK1 inh – T. brucei hexokinase 1 inhibition. recombinant TbHK1, G6PDH-coupled NADH A340. inhibition, % at 10 µM. hit rate 0.11% among 220,000;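 active means inhibition of 50% or more in the single-dose primary screen; inactive means inhibition below 50%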
# 14-3-3 Bad inh – disrupts binding of bovine 14-3-3 zeta to phospho-Bad peptide | TR-FRET 14-3-3zeta/Dy647-pBad peptide displacement, 1 h | inhibition, % at 21.7 µM | hit rate 0.71% among 220,000 | AID 781;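 active means inhibition above about 70%, limit read from the data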;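 further: 0% = full 14-3-3 plus peptide FRET controls and 100% = background without 14-3-3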
# eIF4E 4G PPI – inhibitors of eIF4E and eIF4G interaction in translation initiation. TR-FRET eIF4E-eIF4GI(517-606) binding, 2 h. P63073+Q04637. inhibition, % at 21.7 µM. AID 782. hit rate 0.37% among 220,000;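 active means inhibition above about 30%, limit read from the data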;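 further: 0% = full FRET control wells and 100% = background wells lacking eIF4GI fragment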
# Target sequence (P63073 whole entry, looked up, the tested form may be a part): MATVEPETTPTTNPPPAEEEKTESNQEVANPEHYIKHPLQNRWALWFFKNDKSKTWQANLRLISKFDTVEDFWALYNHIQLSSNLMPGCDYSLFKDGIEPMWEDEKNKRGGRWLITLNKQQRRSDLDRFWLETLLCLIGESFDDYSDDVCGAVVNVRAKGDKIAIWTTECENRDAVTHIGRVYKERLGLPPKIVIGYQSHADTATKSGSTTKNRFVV
# Target sequence (Q04637 whole entry, looked up, the tested form may be a part): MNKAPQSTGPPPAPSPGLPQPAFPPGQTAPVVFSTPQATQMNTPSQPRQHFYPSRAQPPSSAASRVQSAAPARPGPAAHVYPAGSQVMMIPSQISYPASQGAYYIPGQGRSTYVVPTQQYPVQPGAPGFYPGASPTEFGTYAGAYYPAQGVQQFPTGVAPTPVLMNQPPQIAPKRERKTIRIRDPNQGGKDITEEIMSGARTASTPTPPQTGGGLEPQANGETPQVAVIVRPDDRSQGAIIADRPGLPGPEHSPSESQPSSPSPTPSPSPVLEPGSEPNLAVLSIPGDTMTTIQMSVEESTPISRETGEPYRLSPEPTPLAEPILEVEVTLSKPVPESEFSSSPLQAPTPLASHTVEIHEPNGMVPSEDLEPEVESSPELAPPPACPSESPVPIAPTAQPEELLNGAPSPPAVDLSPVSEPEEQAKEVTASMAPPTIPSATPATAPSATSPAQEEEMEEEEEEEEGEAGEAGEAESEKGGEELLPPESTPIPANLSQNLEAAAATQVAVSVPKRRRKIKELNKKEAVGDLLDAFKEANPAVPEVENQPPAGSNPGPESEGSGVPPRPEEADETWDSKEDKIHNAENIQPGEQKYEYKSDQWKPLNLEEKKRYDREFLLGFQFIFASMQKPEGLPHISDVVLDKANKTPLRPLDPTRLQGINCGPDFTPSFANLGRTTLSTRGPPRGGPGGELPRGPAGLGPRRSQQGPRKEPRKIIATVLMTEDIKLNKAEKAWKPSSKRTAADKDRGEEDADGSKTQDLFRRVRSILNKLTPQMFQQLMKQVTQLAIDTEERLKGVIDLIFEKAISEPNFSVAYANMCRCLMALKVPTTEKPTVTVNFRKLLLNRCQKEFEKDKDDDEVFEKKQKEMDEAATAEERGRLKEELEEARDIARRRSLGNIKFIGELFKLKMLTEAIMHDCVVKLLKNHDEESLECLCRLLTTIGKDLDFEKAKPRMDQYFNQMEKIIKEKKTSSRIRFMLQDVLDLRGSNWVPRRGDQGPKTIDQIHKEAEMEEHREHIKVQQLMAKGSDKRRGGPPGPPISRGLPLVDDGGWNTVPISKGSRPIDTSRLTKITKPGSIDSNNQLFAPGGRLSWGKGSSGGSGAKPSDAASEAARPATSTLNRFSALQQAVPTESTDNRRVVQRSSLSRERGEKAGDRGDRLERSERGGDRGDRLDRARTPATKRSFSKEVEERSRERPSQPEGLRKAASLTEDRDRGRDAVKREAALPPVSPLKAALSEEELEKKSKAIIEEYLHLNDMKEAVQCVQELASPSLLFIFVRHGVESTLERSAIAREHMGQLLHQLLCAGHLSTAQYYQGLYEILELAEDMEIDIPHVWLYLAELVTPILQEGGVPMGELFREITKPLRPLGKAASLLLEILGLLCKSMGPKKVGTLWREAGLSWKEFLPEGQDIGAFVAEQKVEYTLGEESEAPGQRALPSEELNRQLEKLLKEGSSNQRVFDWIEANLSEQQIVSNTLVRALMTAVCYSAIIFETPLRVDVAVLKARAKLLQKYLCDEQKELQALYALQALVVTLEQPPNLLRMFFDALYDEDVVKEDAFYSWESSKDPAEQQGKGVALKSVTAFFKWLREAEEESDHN
# * = called active by the depositor; i = inactive; x = not tested or not shown; & = joins results of further samples; [ ] = dose if it differs, or a comment. These rows are one share of the data; count on the stated rates, not on these rows.
SMILES,EP2 antag,m-calpain inh,Rad51 HR inh,L929 necroptosis,EP2 modulator,Hck-Nef inh,TbHK1 inh,14-3-3 Bad inh,eIF4E 4G PPI
CCOC(=O)c1nnn2c3ccccc3c(=O)n(C)c12,10,7,7,0.0,0,8,-7,4,0
Cc1ccc(N)c(C(O)(C(F)(F)F)C(F)(F)F)c1,7,-3,-1,0.5,16,1,0,-1,-2[fluorescence artefact?]
COC(c1ccccc1)c1nnc(CCC(=O)N(C)CCc2ccccc2)o1 (stereo not given),11,-7,0,-0.8,11,20,4,-1,0
CCOc1ccccc1NC(=O)CCNC(=O)c1ccc(Cl)cc1,6,-13,17,3.4,14,17,-4,-8,7
COc1cccc(-c2ccc3c(N)c(C(=O)NC4CC4)sc3n2)c1,12,-31,15,2.0,-35,-20,-41,0,-3
Cc1ccc(S(=O)(=O)N(Cc2cc3cc4c(cc3[nH]c2=O)OCCO4)CC2CCCO2)cc1 (stereo not given),13,-82,5,1.3,27,2,-2,3,-20[fluorescence artefact?]
Cc1nc2ccccc2n1CSc1ccccc1,3,-9,15,-0.2,6,7,2,-12,19
N=c1sccn1CC(=O)Nc1ccccc1Cc1ccccc1,2,2,3,0.4,2,1,3,-9[fluorescence artefact?],-16[fluorescence artefact?]
CCOC(=O)C1=C(CN2CCOCC2)NC(=O)NC1c1cc(C)ccc1C (stereo not given),5,23,-2,x,32,-7,5,-1,7
COc1cccc(/C=N/Nc2nc(Nc3ccc([N+](=O)[O-])cc3)nc(N3CCCC3)n2)c1O,2,-165,13,8.1,-8,23,-22,-23,-2
CN(Cc1ccccc1)c1nc2nonc2nc1N1CCCC(CN2CCCC2=O)C1 (stereo not given),10,19,x,0.4,5,9,-35,3,1
O=C1N(Cc2ccc(F)cc2)CCN1c1ccc(F)cc1,6,11,x,0.3,-4,5,4,-7,3
COC(=O)CN1C(=S)N(c2ccc(Cl)cc2)C(=O)C1CC(=O)Nc1ccccc1 (stereo not given),8,7,-3,0.5,-29,2,23,4,3
Cc1cc(C)cc(NC(=O)Cn2c(-c3ccccc3Cl)nc3ccccc32)c1,10,-81,-6,-0.9,9,5,-2,0[fluorescence artefact?],-3[fluorescence artefact?]
N#C/C(=C\c1cccnc1)c1nc2c(s1)CCCC2,1,-28,3,2.5,-47,30,-16,-10,2
c1ccc(Nc2cccc3c(Nc4ccccc4)cccc23)cc1,5,7,30,1.4,16,15,-12,6,-7
N#Cc1cccc(NC(=O)COC(=O)CCc2nc3ccccc3c(=O)[nH]2)c1,12,-19,4,0.2,12,15,-3,11,3
Cn1nc(N)c2c(-c3ccc(Cl)cc3)c(C#N)c(N)nc21,12,21,5,81*,17,6,-22,8,-6
O=C(NCCCN1CCOCC1)C(C(=O)NCCCN1CCOCC1)c1ncc(C(F)(F)F)cc1Cl,7,19,13,1.7,-18,6,-3,11,2
Cc1ccc(CSC2=CS(=O)(=O)c3ccccc3N2)cc1,11,18,3,0.1,16,0,0,1,0
CCOc1cc2c(cc1OCC)C(C(=O)O)C(c1cc(Br)c(O)c(OC)c1)N(C)C2=O (stereo not given),13,-4,-2,1.0,24,1,-19,-2,1[fluorescence artefact?]
C=CCC1CCCC(=O)N2CC[C@H](O)C12 (stereo not given in full),9,12,6,-1.1,30,-10,6,3,-2
N#C/C(=C\c1ccc(OCc2ccccc2)cc1)C(N)=O,3,19,-1,1.9,-23,38,-23,-6,0
Cc1ccc(-n2c([O-])nc(-[n+]3ccccc3)c2C=O)cc1,13,17,3,0.5,-3,0,6,0,1
CCOC(=O)CCCNC(=O)CCCNC(=O)C(c1ccccc1)c1ccccc1,7,-5,1,1.0,11,2,2,0,-14[fluorescence artefact?]

# 5 records drawn at random from the list so far, as already listed:
SMILES,EP2 antag,m-calpain inh,Rad51 HR inh,L929 necroptosis,EP2 modulator,Hck-Nef inh,TbHK1 inh,14-3-3 Bad inh,eIF4E 4G PPI
c1ccc(Nc2cccc3c(Nc4ccccc4)cccc23)cc1,5,7,30,1.4,16,15,-12,6,-7
Cc1cc(C)cc(NC(=O)Cn2c(-c3ccccc3Cl)nc3ccccc32)c1,10,-81,-6,-0.9,9,5,-2,0[fluorescence artefact?],-3[fluorescence artefact?]
N#C/C(=C\c1cccnc1)c1nc2c(s1)CCCC2,1,-28,3,2.5,-47,30,-16,-10,2
CCOc1ccccc1NC(=O)CCNC(=O)c1ccc(Cl)cc1,6,-13,17,3.4,14,17,-4,-8,7
N#Cc1cccc(NC(=O)COC(=O)CCc2nc3ccccc3c(=O)[nH]2)c1,12,-19,4,0.2,12,15,-3,11,3

# Next entries
SMILES,EP2 antag,m-calpain inh,Rad51 HR inh,L929 necroptosis,EP2 modulator,Hck-Nef inh,TbHK1 inh,14-3-3 Bad inh,eIF4E 4G PPI
CCC1CCCN1Cn1cnc2c([nH]c3ccc(Cl)cc32)c1=O (stereo not given),11,-25,x,x,-34,13,-4,11,-5[fluorescence artefact?]
CC(C)(C#N)NC(=O)C(=O)c1c(-c2ccccc2)cc2ccccn12,7,-1,-2,-0.1,-18,16,-19,0,-1
CC1Cc2ccccc2N1CC(=O)Nc1ccc2c(c1)OCO2 (stereo not given),8,-6,-1,0.9,-6,5,-7,-8,1
O=C(c1ccc(Cl)cc1)c1c[nH]c(C(=O)C(Cl)(Cl)Cl)c1,26,24,-4,0.5,-2,3,-10,-4,0
CCOc1[nH]n(-c2ccccc2)c(=O)c1C=NCc1cccnc1,0,-10,-6,0.1,-17,3,-4,1,0
COc1cc(CN2CCN(Cc3ccc(C)cc3)C(CCO)C2)cc(OC)c1O (stereo not given),7,-1,x,0.2,-17,20,-6,-8,-1
CCOC(=O)c1nc(-c2ccc(OC)c(OC)c2)cnc1C#N,8,0,-1,0.6,27,2,-11,-3,-6
CCN(CCn1cccn1)C(=O)c1cc(COc2c(F)cccc2F)on1,8,-38,-7,0.1,4,22,0,-6,-4
CCOC(=O)C(C)Sc1nc(-c2ccccc2)nc2ccc(F)cc12 (stereo not given),17&3,28,-6,0.1,-10&53,1,-1,3,-1
CCCCCc1cc(=O)oc2c(C(CCN(CC)CC)c3cc(OC)c(OC)c(OC)c3)c(OC)cc(OC)c12 (stereo not given),18,-9,-1,-2.8,-17,17,10,-4,-4
O=C(O)/C=C\c1cn(-c2ccccc2)nc1-c1cc2ccccc2o1,15,i,7,42,-41,18,-9,0,6
Cc1cc(NC(=O)/C(C#N)=C/c2ccco2)n(-c2ccccc2)n1,8,34,-3,0.7,11,1,-49,-6,-2
C=C(C)CSc1nnc(-c2ccc(OC)cc2)n1N,7,6,-12,0.1,12,-1,-3,-5,5
Cc1csc2c(=O)sc(NC(=O)c3ccc(F)cc3)nc12,13,-31,4,0.5,-23,22,-14,4,1
Cc1cc(C)nc(Sc2ncnc3c2oc2ccccc23)n1,14,-5,-6,-0.5,17,1,-8,12,7
CCCCOc1ccc(CN(CCO)CCO)cc1[N+](=O)[O-],15,-6,-9,-0.6,-2,4,-12,-6,1
O=C(O)CCS(=O)(=O)Cc1ccccc1Cl,9,-6,-5,0.7,4,-2,-5,9,-3
CCOc1cc(/C=C2/NC(=O)N(CC(=O)OC)C2=O)ccc1OC,7,-32,-1,12,-8,31,-31,-8,-4
CC(CNC(=O)COc1ccccc1)OC(=O)Nc1cccc(Cl)c1 (stereo not given),5,2,3,0.7,-44,5,-1,-8,16[fluorescence artefact?]
S=C1NCCc2ccccc2C1c1ccccc1 (stereo not given),14,-15,6,-0.8,43,6,-6,-4,2
Cc1cc(OCC(=O)N2CCOCC2)cc2oc(=O)c3ccccc3c12,15,-438,0,-0.8,-24,-6,-10,10,-1
CC(C)c1nnc(-c2ccc(Cl)cc2)c(N(C)C)n1,3,17,4,-0.2,4,0,-9,8,3
O=C(O)CSc1nnc(Cc2cccc3ccccc23)n1-c1cc(C(F)(F)F)cc(C(F)(F)F)c1,10,0,x,0.2,9,26,-24,-9,4
O=C(CSc1ncn[nH]1)c1cc2ccccc2o1,7,-26,13,4.4,-1,24,-7,-14,-3
COc1ccc(/C=N/n2cnnc2SCc2ccccc2)cc1,13,3,-8,0.2,-49,2,-5,0[fluorescence artefact?],-2

# The last 2 records of the part above are carried over, then new ones follow.
SMILES,EP2 antag,m-calpain inh,Rad51 HR inh,L929 necroptosis,EP2 modulator,Hck-Nef inh,TbHK1 inh,14-3-3 Bad inh,eIF4E 4G PPI
O=C(CSc1ncn[nH]1)c1cc2ccccc2o1,7,-26,13,4.4,-1,24,-7,-14,-3
COc1ccc(/C=N/n2cnnc2SCc2ccccc2)cc1,13,3,-8,0.2,-49,2,-5,0[fluorescence artefact?],-2
CC1=C(C(=O)OCC(C)C)C(c2ccc(F)cc2)NC(=O)N1 (stereo not given),9,2,-2,-0.7,21,-1,3,-11,-3
CCOc1ccc(N=Nc2c(C)noc2C)cc1,9,16,0,-0.1,33,18,-10,-5,1
COC(=O)c1cccc(S(=O)(=O)N2CCC(c3nc4ccccc4o3)CC2)c1,5,-2,-5,1.1,-53,5,-6,2,-1
Cc1ccc(Cn2ccc(NC(=O)c3cc(-c4ccc5c(c4)OCO5)on3)n2)cc1,2,1,-63,1.6,25,18,-3,10[fluorescence artefact?],3
N#C/C(=C/c1ccc(Sc2nc3ccccc3[nH]2)o1)c1cccc(Br)c1,21,-45,4,0.6,-39,0,-17,9,-2
CCN(CC)S(=O)(=O)c1ccc(N2CCOCC2)c(NC(=O)c2ccc(F)cc2)c1,0,-17,10,-0.6,18,25,-5,-19,2
CC(=O)Nc1ccc(NC(=O)Cc2ccc(F)cc2)cc1,6,-30,8,1.0,14,21,-2,-25,1
O=C(O)Cn1c(COc2ccc(Cl)cc2)nc2ccccc21,4,-25,x,0.8,7,2,-7,-6,-5
Cc1c(NS(=O)(=O)N2CCCC2)c(=O)n(-c2ccccc2)n1C,10,20,5,1.0,16,0,-1,-1,-6
CCOC(=O)c1c(C)c(C(=O)NCCc2ccc(S(N)(=O)=O)cc2)c(C)n1CC,x,-86,x,0.3,13,0,0,-1,2[fluorescence artefact?]
O=S(=O)(NCCNS(=O)(=O)c1ccccc1)c1ccccc1,9,-13,11,-0.5,32,-2,-4,-1,0
Cc1ccc(NC(=O)N2CCC(C(=O)NCC(C)C)CC2)cc1,4,-15,-5,0.0,32,-1,0,2,-4
CCN(CC)c1ccc(NC(=O)c2cnn(CC)c2)cc1,2,3,-4,0.6,-13,-1,-6,-5,10

# Single records, from the list above:
# Entry for `COC(=O)c1cccc(S(=O)(=O)N2CCC(c3nc4ccccc4o3)CC2)c1` = EP2 antag = 5; m-calpain inh = -2; Rad51 HR inh = -5; L929 necroptosis = 1.1; EP2 modulator = -53; Hck-Nef inh = 5; TbHK1 inh = -6; 14-3-3 Bad inh = 2; eIF4E 4G PPI = -1
# Entry for `CC(=O)Nc1ccc(NC(=O)Cc2ccc(F)cc2)cc1` = EP2 antag = 6; m-calpain inh = -30; Rad51 HR inh = 8; L929 necroptosis = 1.0; EP2 modulator = 14; Hck-Nef inh = 21; TbHK1 inh = -2; 14-3-3 Bad inh = -25; eIF4E 4G PPI = 1
# Entry for `Cc1ccc(Cn2ccc(NC(=O)c3cc(-c4ccc5c(c4)OCO5)on3)n2)cc1` = EP2 antag = 2; m-calpain inh = 1; Rad51 HR inh = -63; L929 necroptosis = 1.6; EP2 modulator = 25; Hck-Nef inh = 18; TbHK1 inh = -3; 14-3-3 Bad inh = 10[fluorescence artefact?]; eIF4E 4G PPI = 3

# Screening results from PubChem.
